Assay outcomes as filed in PubChem.
All columns: NCI-60 one-dose screen, growth in % after 48 h at 10 µM unless noted; 100 = growth as untreated, 0 = no growth, -100 = all killed.
SK-MEL-2 – SK-MEL-2 melanoma. 77,000 tested, 4.7% active
UACC-257 – UACC-257 melanoma; 78,000 tested, 4.4% active; AID 1794764
UACC-62 – UACC-62 melanoma; 81,000 tested, 5.4% active
MALME-3M – MALME-3M melanoma | 78,000 tested, 5.8% active | AID 1794766
MDA-MB-435 – MDA-MB-435 melanoma; 82,000 tested, 7.8% active; AID 1794794
SK-MEL-5 – SK-MEL-5 melanoma. 80,000 tested, 6.4% active
SK-MEL-28 – SK-MEL-28 melanoma. 81,000 tested, 4.1% active
LOX IMVI – LOX IMVI melanoma; 79,000 tested, 7.4% active; AID 1794757
* = called active by the depositor; & = joins results of further samples. Rule for the calls: active = growth percent below 10; inactive = the rest.

CN1C(=O)C(=Cc2cn(Cc3cn(Cc4cccc5ccccc45)nn3)c3ccccc23)C(=O)N(C)C1=S was read as SK-MEL-2 112, UACC-257 111, UACC-62 70, MALME-3M 84, MDA-MB-435 92, SK-MEL-5 75, SK-MEL-28 97 and LOX IMVI 85.
For COc1ccc(-n2nc(C(=O)NN)cc2-c2ccc(Br)cc2)cc1 the results were SK-MEL-2 100, UACC-257 93, UACC-62 88, MALME-3M 98, MDA-MB-435 99, SK-MEL-5 96, SK-MEL-28 100 and LOX IMVI 97.
Screening O=C1C(Cl)=C(Cl)C(=O)c2cc(Cl)c(Cl)cc21 returned SK-MEL-2 120, UACC-257 88, UACC-62 98, MALME-3M 104, MDA-MB-435 111, SK-MEL-5 97, SK-MEL-28 110 and LOX IMVI 83.
Screening CCOC(=O)CC1CSC(=NCc2ccccc2)N1 (configuration not stated) returned SK-MEL-2 103, UACC-257 94, UACC-62 95, MALME-3M 101, MDA-MB-435 107, SK-MEL-5 101, SK-MEL-28 112 and LOX IMVI 91.
CSc1ncc(Br)c(SCc2ccc(Cl)cc2Cl)n1 was read as SK-MEL-2 100, UACC-257 93, UACC-62 84, MALME-3M 113, MDA-MB-435 100, SK-MEL-5 98, SK-MEL-28 106 and LOX IMVI 104.
Screening O=C(NCCO)c1cc2ccccc2cc1O returned SK-MEL-2 101, UACC-62 87, MALME-3M 138, MDA-MB-435 109, SK-MEL-5 109, SK-MEL-28 102 and LOX IMVI 98.
COc1cc(/C=C\c2cc(OC)c(OC)c(OC)c2)cc(N/C=C\C(=O)c2c[nH]c3ccccc23)c1OC was read as SK-MEL-2 47, UACC-257 33, UACC-62 3.3*, MALME-3M -58*, MDA-MB-435 29, SK-MEL-5 54, SK-MEL-28 -90* and LOX IMVI -73*.
For CC(=O)N/N=C/c1ccc(N(C)C)cc1 the results were SK-MEL-2 101, UACC-257 108, UACC-62 110, MALME-3M 94, MDA-MB-435 98, SK-MEL-5 105, SK-MEL-28 102 and LOX IMVI 104.
O=C(c1ccc(Br)cc1)C(Br)C(c1ccc(Cl)cc1)C(c1ccccc1)[N+](=O)[O-] (configuration not stated) was read as SK-MEL-2 110, UACC-257 102, UACC-62 72, MALME-3M 86, MDA-MB-435 96, SK-MEL-5 87, SK-MEL-28 98 and LOX IMVI 102.
CC(=O)NNC(=S)OC1CCCCC1 was read as SK-MEL-2 108, UACC-62 100, MALME-3M 89, SK-MEL-5 104, SK-MEL-28 107 and LOX IMVI 98.
For O=C(C[n+]1cccc2ccccc21)c1ccc(Br)cc1 the results were SK-MEL-2 102&102, UACC-257 107&99, UACC-62 89&89, MALME-3M 89&89, MDA-MB-435 102&98, SK-MEL-5 96&99, SK-MEL-28 99&102 and LOX IMVI 90&93.
`O=C(/C=C/c1cccs1)Nc1ncc(Cc2ccccc2F)s1` gave SK-MEL-2 47, UACC-257 59, UACC-62 17, MALME-3M 40, MDA-MB-435 -64*, SK-MEL-5 6.1*, SK-MEL-28 54 and LOX IMVI 20.
For Cc1cc(C)n(C(N)=NC(=O)c2ccccc2)n1 the results were SK-MEL-2 96, UACC-257 103, UACC-62 104, MALME-3M 102, MDA-MB-435 108, SK-MEL-5 101, SK-MEL-28 114 and LOX IMVI 103.
`Cc1ccc(-n2c(SCC(=O)Nc3ccc(-c4nc5ccc([N+](=O)[O-])cc5[nH]4)cc3)nc3ccccc3c2=O)cc1` gave SK-MEL-2 115, UACC-257 112, UACC-62 107, MALME-3M 112, MDA-MB-435 109, SK-MEL-5 97, SK-MEL-28 108 and LOX IMVI 90.
For COc1ccc(/C=C/C(=O)c2cc(OC)c(OC)c(OC)c2)cc1OCc1cn(Cc2ccc(F)cc2)nn1 the results were SK-MEL-2 90, UACC-257 98, UACC-62 64, MALME-3M 92, MDA-MB-435 5.6*, SK-MEL-5 81, SK-MEL-28 87 and LOX IMVI 13.
`COc1ccc(Nc2ncc(I)c(NCCCNC(=O)C3CCC3)n2)cc1` gave SK-MEL-2 36, UACC-257 75, UACC-62 23, MALME-3M 41, MDA-MB-435 49, SK-MEL-5 23, SK-MEL-28 43 and LOX IMVI -11*.
For [O-]/[N+](=C/c1ccc(OCc2cn(Cc3ccccc3)nn2)cc1)c1ccccc1 the results were SK-MEL-2 117, UACC-257 95, UACC-62 53, MALME-3M 106, MDA-MB-435 106, SK-MEL-5 99, SK-MEL-28 106 and LOX IMVI 68.
CC(C(=O)NCC1CCC2OCOC2C1)C1CCN(C(=O)C2CC3CCCCC3N2)CC1 (configuration not stated) was read as SK-MEL-2 88, UACC-257 59, UACC-62 61, MALME-3M 74, MDA-MB-435 83, SK-MEL-5 41, SK-MEL-28 84 and LOX IMVI 77.
Screening NC(N)=Nc1ccc(Oc2cccc(NC(N)=Nc3ccc(Br)cc3)c2)cn1 returned SK-MEL-2 84, UACC-257 78, UACC-62 63, MALME-3M 70, MDA-MB-435 73, SK-MEL-5 36, SK-MEL-28 83 and LOX IMVI 0.1*.
`Cc1cc2nc3c4ccccc4n(CCC(=O)NCCN4CCOCC4)c3nc2cc1C` gave SK-MEL-2 101, UACC-257 102, UACC-62 85, MALME-3M 75, MDA-MB-435 100, SK-MEL-5 92, SK-MEL-28 109 and LOX IMVI 93.

Ordered by molar mass (falling): 6 of the compounds above.
For COc1ccc(/C=C/C(=O)c2cc(OC)c(OC)c(OC)c2)cc1OCc1cn(Cc2ccc(F)cc2)nn1 the results were SK-MEL-2 90, UACC-257 98, UACC-62 64, MALME-3M 92, MDA-MB-435 5.6*, SK-MEL-5 81, SK-MEL-28 87 and LOX IMVI 13.
For O=C(C[n+]1cccc2ccccc21)c1ccc(Br)cc1 the results were SK-MEL-2 102&102, UACC-257 107&99, UACC-62 89&89, MALME-3M 89&89, MDA-MB-435 102&98, SK-MEL-5 96&99, SK-MEL-28 99&102 and LOX IMVI 90&93.
Screening CCOC(=O)CC1CSC(=NCc2ccccc2)N1 (configuration not stated) returned SK-MEL-2 103, UACC-257 94, UACC-62 95, MALME-3M 101, MDA-MB-435 107, SK-MEL-5 101, SK-MEL-28 112 and LOX IMVI 91.
For Cc1cc(C)n(C(N)=NC(=O)c2ccccc2)n1 the results were SK-MEL-2 96, UACC-257 103, UACC-62 104, MALME-3M 102, MDA-MB-435 108, SK-MEL-5 101, SK-MEL-28 114 and LOX IMVI 103.
CC(=O)NNC(=S)OC1CCCCC1 was read as SK-MEL-2 108, UACC-62 100, MALME-3M 89, SK-MEL-5 104, SK-MEL-28 107 and LOX IMVI 98.
For CC(=O)N/N=C/c1ccc(N(C)C)cc1 the results were SK-MEL-2 101, UACC-257 108, UACC-62 110, MALME-3M 94, MDA-MB-435 98, SK-MEL-5 105, SK-MEL-28 102 and LOX IMVI 104.

(next part)
N#CCC1CCCCCC1 was read as SK-MEL-2 126, UACC-257 107, UACC-62 94, MALME-3M 92, MDA-MB-435 101, SK-MEL-5 100, SK-MEL-28 104 and LOX IMVI 98.
Screening CCCC/C=N/NC(=S)NCc1ccccc1 returned SK-MEL-2 106, UACC-257 91, UACC-62 94, MALME-3M 97, MDA-MB-435 98, SK-MEL-5 97, SK-MEL-28 98 and LOX IMVI 97.
For CS(=O)(=O)c1ccc(-n2nc(C(=O)N(O)Cc3ccccc3)cc2-c2ccccc2)cc1 the results were SK-MEL-2 104, UACC-257 96, UACC-62 85, MALME-3M 110, MDA-MB-435 109, SK-MEL-5 105, SK-MEL-28 113 and LOX IMVI 102.
CCCCCN1C(=O)/C(=c2\sc3n(c2=O)C2C(NN=3)N(CC)C(=O)N2CC)c2cc(Cl)ccc21 (configuration not stated) was read as SK-MEL-2 109, UACC-257 97, UACC-62 66, MALME-3M 85, MDA-MB-435 30, SK-MEL-5 93, SK-MEL-28 86 and LOX IMVI 102.
`CCOC(=O)c1c(NC(=O)c2cccc(C(F)(F)F)c2)sc2c1CCCC2` gave SK-MEL-2 86, UACC-257 95, UACC-62 83, MALME-3M 107, MDA-MB-435 104, SK-MEL-5 99, SK-MEL-28 108 and LOX IMVI 102.
Screening Nc1cccc2c1C(=O)c1c(Cl)cccc1C2=O returned SK-MEL-2 120, UACC-257 117, UACC-62 108, MALME-3M 107, MDA-MB-435 107, SK-MEL-5 101, SK-MEL-28 127 and LOX IMVI 105.
`CCCCC(O)Cn1ncc(C(=O)OCC)c1NC(=O)NCc1cccc(F)c1` (configuration not stated) gave SK-MEL-2 114, UACC-257 100, UACC-62 98, MALME-3M 108, MDA-MB-435 101, SK-MEL-5 99, SK-MEL-28 114 and LOX IMVI 99.
Screening N#CCCC(=O)c1ccccc1 returned SK-MEL-2 97, UACC-257 109, UACC-62 92, MALME-3M 93, MDA-MB-435 107, SK-MEL-5 101, SK-MEL-28 109 and LOX IMVI 104.
COc1ccc2[nH]cc(C(=O)O)c2c1 was read as SK-MEL-2 120, UACC-257 92, UACC-62 109, MALME-3M 108, MDA-MB-435 95, SK-MEL-5 103, SK-MEL-28 106 and LOX IMVI 108.
Screening COc1ccc(Nc2[nH]n3c(=O)cc(C)nc3c2C(=O)Nc2ccccc2)c(OC)c1 returned SK-MEL-2 94, UACC-257 85, UACC-62 81, MALME-3M 122, MDA-MB-435 101, SK-MEL-5 101, SK-MEL-28 93 and LOX IMVI 96.
For COc1ccc(C2(c3ccc(OC)cc3)c3ccccc3Cc3c(OC)cccc32)cc1 the results were SK-MEL-2 97, UACC-257 93, UACC-62 84, MALME-3M 96, MDA-MB-435 96, SK-MEL-5 99, SK-MEL-28 102 and LOX IMVI 87.
Screening Cc1cccc(C)c1NC(=O)C(C)C returned SK-MEL-2 113, UACC-62 116, MALME-3M 107, MDA-MB-435 103, SK-MEL-5 102, SK-MEL-28 109 and LOX IMVI 105.
`O=C1NC(=O)C(O)(C(=O)O)N1` (configuration not stated) gave SK-MEL-2 93, UACC-257 94, UACC-62 107, MALME-3M 93, MDA-MB-435 109, SK-MEL-5 98, SK-MEL-28 111 and LOX IMVI 104.
For Nc1cnc(Nc2ccc(OCCN3CCCC3)cc2)nc1N1Cc2ccccc2NC1=O the results were SK-MEL-2 117, UACC-257 90, UACC-62 97, MALME-3M 101, MDA-MB-435 98, SK-MEL-5 97, SK-MEL-28 110 and LOX IMVI 94.
`COc1ccc(/C=C/C(=O)c2ccc(NC(=O)COc3cccc4cccnc34)cc2)cc1OC` gave SK-MEL-2 94, UACC-257 100, UACC-62 87, MALME-3M 97, MDA-MB-435 99, SK-MEL-5 87, SK-MEL-28 104 and LOX IMVI 51.
COc1ccc(C(=O)/C=C/c2c(C(F)(F)F)nc3sccn23)cc1OC was read as SK-MEL-2 80, UACC-257 57, UACC-62 21, MALME-3M 71, MDA-MB-435 3.5*, SK-MEL-5 32, SK-MEL-28 53 and LOX IMVI 5.6*.
For CC1(C)NCCC[C@]2(C)[C@H]3CC[C@@H]4[C@H]5[C@H](C(=O)/C=C/c6ccco6)CC[C@]5(CO)CC[C@@]4(C)[C@]3(C)CC[C@@H]12 the results were SK-MEL-2 117, UACC-257 92, UACC-62 88, MALME-3M 79, MDA-MB-435 67, SK-MEL-5 93, SK-MEL-28 104 and LOX IMVI 75.
For CN(C)c1nc2ncnc(N(C)C)c2[nH]1 the results were SK-MEL-2 107, UACC-62 93, MALME-3M 98, MDA-MB-435 99, SK-MEL-5 105, SK-MEL-28 113 and LOX IMVI 96.
Screening CC(C)NCCOC(=O)c1ccc(N)cc1 returned SK-MEL-2 110, UACC-257 93, UACC-62 104, MALME-3M 97, MDA-MB-435 102, SK-MEL-5 97, SK-MEL-28 113 and LOX IMVI 102.
For Cc1nc2ccccc2c(Oc2ccccc2)c1-c1ccccc1 the results were SK-MEL-2 88, UACC-257 87, MDA-MB-435 82, SK-MEL-5 79, SK-MEL-28 105 and LOX IMVI 91.
Screening O=C(NCCNc1nccc(Nc2ccc(S(=O)(=O)Nc3ccccn3)cc2)n1)c1cccc(Br)c1 returned SK-MEL-2 106, UACC-257 103, UACC-62 100, MALME-3M 92, MDA-MB-435 98, SK-MEL-5 104, SK-MEL-28 107 and LOX IMVI 99.
For Cc1cccc([N+](=O)[O-])c1N the results were SK-MEL-2 117, UACC-257 101, MDA-MB-435 98, SK-MEL-5 102, SK-MEL-28 106 and LOX IMVI 98.
`Cc1ccc(NC(=O)Cn2cc(COc3ncnc4c3cnn4-c3ccccc3)nn2)cc1C` gave SK-MEL-2 102, UACC-257 94, UACC-62 76, MALME-3M 89, MDA-MB-435 92, SK-MEL-5 90, SK-MEL-28 99 and LOX IMVI 93.
Screening COc1cc(C(c2cc(C(C)=O)n3cccc(Br)c23)c2cc(C(C)=O)n3cccc(Br)c23)cc(OC)c1OC returned SK-MEL-2 87, UACC-257 96, UACC-62 56, MALME-3M 95, MDA-MB-435 91, SK-MEL-5 96, SK-MEL-28 108 and LOX IMVI 89.
For COc1ccc(Nc2ncc(Br)c(NCCCNC(=O)C3CCCC3)n2)cc1 the results were SK-MEL-2 64, UACC-257 97, UACC-62 46, MALME-3M 58, MDA-MB-435 63, SK-MEL-5 67, SK-MEL-28 57 and LOX IMVI 11.
Screening O=C(O)c1ccc(C2CCC(O)CC2)cc1 (configuration not stated) returned SK-MEL-2 103, UACC-257 103, UACC-62 104, MALME-3M 98, MDA-MB-435 106, SK-MEL-5 104, SK-MEL-28 102 and LOX IMVI 101.
Screening COC(=O)/C(CCC(Br)C(C)(C)[n+]1ccccc1)=C1\[C@@H](OC(C)=O)C[C@@]2(C)[C@H]1C[C@@H](O)[C@H]1[C@@]3(C)CCC(=O)[C@@H](C)[C@@H]3CC[C@@]12C (some centres not stated) returned SK-MEL-2 122, UACC-257 109, UACC-62 97, MALME-3M 101, MDA-MB-435 104, SK-MEL-5 99, SK-MEL-28 104 and LOX IMVI 94.
`CCCCCCCC/C=C\CCCCCCCC(=O)OCCCCCCCCCCCCCCCCCC` gave SK-MEL-2 112&120, UACC-257 107&114, UACC-62 112&107, MALME-3M 126&116, MDA-MB-435 100&92, SK-MEL-5 115&103, SK-MEL-28 127&119 and LOX IMVI 96&90.
